p97 ATPase inh = human p97 ATPase inhibition; AID 1481; 0.42% of 220,000 active; inhibition, % at 8 µM; P55072; recombinant p97 ATPase, Kinase-Glo ATP luminescence, 3 h; in the data active = inhibition above about 15%;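 note: 0% = DMSO vehicle and 100% = wells lacking enzyme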
NPY1 pot ag = potentiators or agonists of human neuropeptide Y receptor Y1; P25929; NPY-Y1 expressing cells, potentiator/agonist activation; activation, % at 3.6 µM; 0.37% of 220,000 active; AID 1304; in the data active = activation above about 33%, passing the limit was not always enough;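 note: cells stimulated with NPY at EC10 then isoproterenol at EC100; 0% = low agonist plus stimulus and 100% = saturating agonist plus stimulus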
NPY-Y1 antag = NPY-Y1 (human) receptor antagonism; 1% of 200,000 active; AID 1040; HEK293-CNG Y1 cells, membrane potential fluorescence; NPY at EC95, then isoproterenol; inhibition, % at 3.6 µM;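 active = inhibition above the campaign mean inhibition of all tested compounds plus 3 SD, cut at about 20% in these data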;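 note: 0% = DMSO wells given NPY plus isoproterenol and 100% = isoproterenol alone without NPY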
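Material: HEK293 cells co-expressing NPY Y1 receptor and cyclic-nucleotide gated channel. Timing: compound incubation 1 h at room temperature, readout 45 min post-stimulation. Signal: fluorescence, membrane potential probe.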
Hck Nef HTS = inhibitors of human Hck kinase activated by Nef | inhibition, % at 20 µM | 0.68% of 220,000 active | Recombinant Hck-YEEI plus Nef, Z-Lyte FRET kinase assay | AID 463187 | P08631;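 active = Hck-Nef kinase inhibition above about 50%, limit read from the data; inactive = inhibition below that limit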;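 note: 0% = DMSO with Hck plus Nef and 100% = Hck alone without Nef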
Runt-CBFb FRET = inhibitors of human RUNX1 Runt domain binding to CBFb; Q01196+Q13951; Cerulean-Runt/Venus-CBFb FRET ratio 530/480, 1 h; inhibition, % at 20 µM; 0.46% of 220,000 active;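 active = inhibition over about 50% at 20 µM in the single-dose screen, limit read from the data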;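 note: 0% = DMSO wells and 100% = excess unlabeled CBFb competitor control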
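Measured by: fluorescence energy transfer, 422 nm excitation, 530/480 nm emission; Assay system: Cerulean-Runt domain; Medium: Tris pH 7.5 buffer with BSA; Measure: loss of energy transfer signal; Controls: 5 µM unlabeled CBFb as full-inhibition high control; Incubation: protein complex preformed 1 h, compound exposure 1 h, room temperature, dark.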
RBBP9 inh = human RBBP9 hydrolase inhibition | 0.2% of 220,000 active | recombinant RBBP9, FP-Rh probe fluorescence polarization | inhibition, % at 7.94 µM | O75884;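 active = inhibition above the campaign mean of all tested compounds plus 3 SD, cut at about 14% in these data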;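 note: plate controls were DMSO wells with RBBP9 for no effect and wells lacking RBBP9 protein for full effect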
Target sequence (O75884 whole entry, looked up): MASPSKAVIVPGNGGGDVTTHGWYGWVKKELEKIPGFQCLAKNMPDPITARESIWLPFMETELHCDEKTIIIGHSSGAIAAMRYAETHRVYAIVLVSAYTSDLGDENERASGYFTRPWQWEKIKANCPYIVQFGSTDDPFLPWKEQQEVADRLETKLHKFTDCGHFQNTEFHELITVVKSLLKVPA
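System: RBBP9 protein / Quantity: 2.5 µM RBBP9 dispensing solution, before mixing / Also added: Serine-hydrolase probe FP-Rh, 375 nM pre-mixing / Dosing: 7.94 µM single dose, 0.794% DMSO / Timing: enzyme-compound preincubation 30 min, then probe labeling 45 min, 25 °C / Signal: FP readout at 525/598 nm / Controls: DMSO-treated enzyme wells and wells lacking RBBP9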
NPY2 pot ag = potentiators or agonists of human neuropeptide Y receptor Y2. AID 1359. cells expressing NPY-Y2, potentiator/agonist read-out. 0.45% of 220,000 active. P49146. activation, % at 3.6 µM; in the data active = activation above about 27%;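 note: cells stimulated with NPY near EC25 plus isoproterenol at EC100; 0% = vehicle plus submaximal agonist and 100% = vehicle plus saturating agonist; some results beyond the cut were filed as inactive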
Target sequence (P49146 whole entry, looked up): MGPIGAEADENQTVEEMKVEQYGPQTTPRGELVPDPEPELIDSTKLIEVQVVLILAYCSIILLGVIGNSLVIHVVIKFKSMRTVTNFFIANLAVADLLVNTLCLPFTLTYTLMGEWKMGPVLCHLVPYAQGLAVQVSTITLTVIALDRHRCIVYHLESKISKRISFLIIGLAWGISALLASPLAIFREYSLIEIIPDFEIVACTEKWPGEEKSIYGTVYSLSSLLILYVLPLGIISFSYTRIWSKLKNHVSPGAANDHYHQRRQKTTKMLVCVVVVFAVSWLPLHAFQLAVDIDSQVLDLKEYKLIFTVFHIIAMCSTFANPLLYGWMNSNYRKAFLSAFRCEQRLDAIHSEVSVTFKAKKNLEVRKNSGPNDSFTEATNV
Runt-SMMHC FRET = inhibitors of human RUNX1 Runt domain binding to CBFb-SMMHC | Q01196+Q13951 | Cerulean-Runt/Venus-CBFb-SMMHC FRET ratio 530/480, 1 h | inhibition, % at 20 µM | 0.74% of 220,000 active | AID 1434;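 active = mean inhibition across duplicate retests at 20 µM reaching about 50%, limit read from the data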;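 note: 0% = DMSO wells and 100% = wells with excess untagged CBFb-SMMHC; inhibitors lower the FRET ratio by blocking Runt binding to CBFb-SMMHC; some results filed as inactive read as strong as hits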
Mdm2 ligase inh = Mdm2 E3 ligase (human) inhibition; Q00987; cell-based MDM2 ubiquitination luciferase reporter, 2 h; 0 = plate control, 100 = twice control, blank-subtracted; signal enhancement, % at 5 µM; 0.11% of 210,000 active; AID 1230;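 active = signal enhancement of 30% or more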;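 note: luminescence tracks abundance of the self-degrading MDM2-luciferase fusion protein; higher signal means inhibition of MDM2 E3 ligase activity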
Target sequence (Q00987 whole entry, looked up, the tested form may be a part): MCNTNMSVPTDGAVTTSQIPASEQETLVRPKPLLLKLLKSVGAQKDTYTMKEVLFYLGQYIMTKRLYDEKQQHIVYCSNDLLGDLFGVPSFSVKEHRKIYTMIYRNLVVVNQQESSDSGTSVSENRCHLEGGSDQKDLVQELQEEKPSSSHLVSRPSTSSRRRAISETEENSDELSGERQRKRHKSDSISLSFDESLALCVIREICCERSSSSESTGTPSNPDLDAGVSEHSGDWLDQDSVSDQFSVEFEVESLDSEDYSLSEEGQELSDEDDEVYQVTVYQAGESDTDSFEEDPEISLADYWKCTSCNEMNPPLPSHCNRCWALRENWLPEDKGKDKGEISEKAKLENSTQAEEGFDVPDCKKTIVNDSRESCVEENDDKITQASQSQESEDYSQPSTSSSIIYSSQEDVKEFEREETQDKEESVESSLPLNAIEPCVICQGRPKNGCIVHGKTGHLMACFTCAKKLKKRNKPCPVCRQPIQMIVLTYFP
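Buffer or medium: Cells held in DMEM | Assay system: Stable mammalian line carrying autodegrading MDM2–luciferase fusion reporter | Quantity: 2000 cells/well | Times: 4 h settle plus 2 h compound, 37 °C | Doses: One concentration, 5 µM, with 0.2% DMSO | Technique: Luminescence with SteadyLite reagent, 15 min at room temperature | Benchmarks: Plate controls and plate blanks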
Active calls of the source: *; nt = no result given.

#1 C=CCn1c(SCc2n[nH]c(=S)n2-c2ccccc2)nnc1-c1ccccc1
#2 CC(NC(=S)Nc1ccc(F)cc1)C(c1cccs1)N1CCOCC1 (centres undefined)
#3 COc1ccc(CNC(=O)c2ccc(C)o2)cc1
#4 OCc1nnn(-c2ccccc2)c1CO
#5 CNC(=O)CSc1nnc(C(C)C)n1C
#6 COc1ccc(OC)c(/C=N/NC(=O)c2[nH]ncc2Br)c1
#7 COc1cc2c(cc1O)CC[C@@H]1[C@@H]2CC[C@]2(C)[C@@H](O)CC[C@@H]12
#8 CNC(=S)Nc1cccc(Cl)c1C

Screen / compound no.	1	2	3	4	5	6	7	8
p97 ATPase inh	3	11	3	5	1	13	9	0
NPY1 pot ag	-15	23	-9	15	2	10	0	16
NPY-Y1 antag	nt	0	-5	nt	-2	nt	1	-5
Hck Nef HTS	2	-3	9	11	16	21	nt	2
Runt-CBFb FRET	7	-1	1	0	1	-3	2	2
RBBP9 inh	-3	6	-9	-9	-7	6	1	-7
NPY2 pot ag	12	-1	8	-3	0	3	-20	-4
Runt-SMMHC FRET	5	-6	2	2	2	2	-2	-5
Mdm2 ligase inh	-18	-18	3	-13	-4	-3	nt	2

#9 Cc1ccc(C2CC(=O)NC3=C2C(=O)CCC3)cc1Br (centres undefined)
#10 CCCc1nn(-c2cc(Cl)ccc2OC)c2c1C(=O)CCC2
#11 Nc1c(C(=O)Nn2cnnc2)cc([N+](=O)[O-])cc1[N+](=O)[O-]
#12 Cc1cc(=O)oc2ccc(OC(C)C(=O)O)cc12 (centres undefined)
#13 CCOC1=NN(c2ccccc2)C(=O)/C1=C\N(C)C
#14 CNC(=S)Nc1ccc(Br)cc1
#15 O=C1c2cccnc2C(Nc2cccc(F)c2)N1Cc1ccco1 (centres undefined)
#16 COCCn1c(SCc2nc3ccccc3s2)nc2ccccc21

Screen / compound no.	9	10	11	12	13	14	15	16
p97 ATPase inh	3	-15	5	-4	3	-1	3	1
NPY1 pot ag	12	-4	9	2	-6	-8	9	2
NPY-Y1 antag	0	-10	1	0	4	4	-2	-6
Hck Nef HTS	2	2	1	-3	21	1	23	2
Runt-CBFb FRET	-1	2	0	-1	12	0	2	2
RBBP9 inh	-4	-10	-3	-5	-4	-13	-4	-2
NPY2 pot ag	14	8	-9	-10	-10	-6	1	3
Runt-SMMHC FRET	5	2	-4	-2	-7	-2	-2	4
Mdm2 ligase inh	-4	-10	-5	-2	20	-2	3	-16

#17 CC(=O)CCCCn1cnc2c1c(=O)n(C)c(=O)n2C
#18 CC(=O)c1ccc(N2Cc3ccccc3C2=NC(=O)c2cccs2)cc1
#19 Cc1cccc(COc2ccccc2/C=N/Nc2ccc([N+](=O)[O-])cc2)c1
#20 O=C(C1CCN(C2CCN(C/C=C/c3ccccc3)CC2)CC1)N1CCOCC1
#21 COc1ccc(C(=O)NC(=S)SCC(=O)O)cc1
#22 O=C(CCSc1nc(-c2ccco2)cc(C(F)(F)F)n1)NCC1CCCO1 (centres undefined)
#23 O=C(Nc1nnc(-c2ccco2)s1)C1CCN(S(=O)(=O)c2ccc(Cl)cc2)CC1
#24 COc1ccccc1-n1c(SCC(=O)N2CCOCC2)nc2cccnc21

Screen / compound no.	17	18	19	20	21	22	23	24
p97 ATPase inh	-3	1	2	-1	5	-5	4	5
NPY1 pot ag	4	-2	-6	-15	-2	-35	23	13
NPY-Y1 antag	1	-3	7	0	nt	1	-4	1
Hck Nef HTS	nt	3	-4	3	25	6	-1	23
Runt-CBFb FRET	-1	2	-35	0	17	-1	8	4
RBBP9 inh	-10	-10	-7	-1	6	-6	-1	-4
NPY2 pot ag	0	4	-4	1	-7	-28	17	10
Runt-SMMHC FRET	-1	-1	-91	-2	-4	0	3	-6
Mdm2 ligase inh	nt	-24	-10	-16	-1	2	-10	-3

#25 N#Cc1nc(-c2ccc(OCc3ccccc3Cl)cc2)oc1NCCCn1ccnc1
#26 Cc1nccn1-c1c([N+](=O)[O-])c(=O)n(C)c2ccccc12
#27 CC(C)(C)n1nc2c(c1NC(=O)COc1ccc3ccccc3c1)CS(=O)C2 (centres undefined)
#28 Cc1ccccc1NC(=O)CCn1c(=O)oc2ccccc21
#29 CCCCc1cc(=O)oc2cc(C)cc(OCC(=O)O)c12
#30 O=c1c2cnn(-c3ccccc3)c2nnn1/N=C/c1cccnc1
#31 Cc1ccc(-c2csc3ncn(/N=C/N(C)C)c(=O)c23)o1
#32 C=C(C)COc1ccc(-c2nc(N)ncc2-c2ccccc2OC)c(O)c1

Screen / compound no.	25	26	27	28	29	30	31	32
p97 ATPase inh	1	2	5	0	-1	-7	7	2
NPY1 pot ag	10	12	7	4	-15	-2	2	5
NPY-Y1 antag	7	nt	5	-1	-7	1	0	nt
Hck Nef HTS	1	19	2	-6	-12	0	1	69*
Runt-CBFb FRET	-13	1	1	0	-1	0	14	0
RBBP9 inh	-3	-1	-5	-10	-9	-14	5	-3
NPY2 pot ag	-4	4	-16	-1	3	-4	7	13
Runt-SMMHC FRET	-30	1	-2	-2	2	-5	10	-1
Mdm2 ligase inh	-4	2	-2	-6	nt	-5	3	-9

#33 COC(=O)CN1C(=O)C2(OCCCO2)c2ccccc21
#34 O=C(COC(=O)c1cc[n+]([O-])cc1)Nc1ccc(SC(F)F)cc1
#35 COC(=O)C1=C(O)CSC1=Nc1ccc(C)cc1
#36 CCCc1noc(-c2cccc([N+](=O)[O-])c2)n1
#37 COCCNC(=O)CSc1nc2cc3c(cc2c(=O)n1CCCC(=O)NCCc1ccc(OC)c(OC)c1)OCO3
#38 COc1ccc(-c2nn(-c3ccccc3)cc2CO)cc1
#39 CCS(=O)(=O)Nc1cccc(-c2ccc3nnc(C)n3n2)c1
#40 O=C(COc1ccccc1)Nc1ccccc1Oc1ccccc1

Screen / compound no.	33	34	35	36	37	38	39	40
p97 ATPase inh	-1	5	-1	3	-1	-4	2	-4
NPY1 pot ag	7	16	-2	1	7	-12	4	-19
NPY-Y1 antag	4	nt	1	4	3	1	5	-1
Hck Nef HTS	4	27	2	-19	-3	-2	19	5
Runt-CBFb FRET	0	2	-2	0	nt	19	0	-2
RBBP9 inh	-4	-2	-8	0	-2	-8	-5	-8
NPY2 pot ag	6	5	6	-13	12	-5	-3	5
Runt-SMMHC FRET	0	4	6	2	1	13	0	5
Mdm2 ligase inh	-1	nt	3	1	-9	-7	-7	-1

Arranged by molecular weight (descending): part of the list above
#37 COCCNC(=O)CSc1nc2cc3c(cc2c(=O)n1CCCC(=O)NCCc1ccc(OC)c(OC)c1)OCO3
#34 O=C(COC(=O)c1cc[n+]([O-])cc1)Nc1ccc(SC(F)F)cc1
#39 CCS(=O)(=O)Nc1cccc(-c2ccc3nnc(C)n3n2)c1
#38 COc1ccc(-c2nn(-c3ccccc3)cc2CO)cc1
#33 COC(=O)CN1C(=O)C2(OCCCO2)c2ccccc21

Screen / compound no.	37	34	39	38	33
p97 ATPase inh	-1	5	2	-4	-1
NPY1 pot ag	7	16	4	-12	7
NPY-Y1 antag	3	nt	5	1	4
Hck Nef HTS	-3	27	19	-2	4
Runt-CBFb FRET	nt	2	0	19	0
RBBP9 inh	-2	-2	-5	-8	-4
NPY2 pot ag	12	5	-3	-5	6
Runt-SMMHC FRET	1	4	0	13	0
Mdm2 ligase inh	-9	nt	-7	-7	-1

Following part.
#41 Cc1cc(SCCC(=O)O)nc2c(C)cccc12
#42 CCN(CC)S(=O)(=O)c1cccc(NC(=O)CN(C)C2CCCCC2)c1
#43 COc1ccc(OC)c2sc(NNC(=O)C3COc4ccccc4O3)nc12 (centres undefined)
#44 Cc1ccc(C)c(NC(=S)c2nc3ccccc3s2)c1
#45 CCN(CC)CCCN(Cc1cc2cc3c(cc2[nH]c1=O)OCO3)C(=S)Nc1ccccc1OC
#46 CCN(CCNC(=O)C1CCN(S(=O)(=O)c2c(C)noc2C)CC1)c1ccccc1
#47 CCOC(=O)N1CCc2c(sc3c2c(=O)n(Cc2ccccc2)c(=O)n3CC(=O)NCCOC)C1
#48 CCOc1ccc(-c2ccc(SCC(=O)N3CCN(c4ccccc4)CC3)nn2)cc1

Screen / compound no.	41	42	43	44	45	46	47	48
p97 ATPase inh	2	-5	3	1	-2	0	2	-2
NPY1 pot ag	2	3	2	-28	3	-10	-4	8
NPY-Y1 antag	6	5	10	1	3	-5	2	-3
Hck Nef HTS	1	14	33	2	20	2	33	0
Runt-CBFb FRET	3	0	14	1	-17	-2	-5	1
RBBP9 inh	0	-6	3	-11	-11	0	-6	-2
NPY2 pot ag	-27	0	-5	6	-9	-5	2	8
Runt-SMMHC FRET	0	4	6	-2	-26	2	1	-9
Mdm2 ligase inh	-3	-12	-9	-13	-92	-22	-9	-9

#49 Cc1cc(OCC(=O)Nn2cnnc2)c(C)cc1Br
#50 O=[N+]([O-])c1ccc(Sc2ccc(Cl)c(Cl)c2)nc1
#51 O=C(NN1CC(=O)N(c2cc(Cl)cc(Cl)c2)CC1=O)c1sccc1Cl
#52 CN1C(C(=O)NCc2ccc(OC(F)(F)F)cc2)CC2Cn3c(nc4cc(Cl)c(Cl)cc43)C21 (centres undefined)
#53 N#Cc1cc(Oc2ccc3ccccc3c2)c(-n2nnc3ccccc32)cc1C#N
#54 CCCCN(C)CCNC(=O)Cn1c(=O)sc2ccccc21
#55 Cc1cc2c(cc1C)C(c1cccc([N+](=O)[O-])c1)CC(=O)N2 (centres undefined)
#56 CC1=C(C(N)=O)C(c2ccccc2)n2nc(-c3cccc(C)c3)nc2N1 (centres undefined)
#57 CC(C)Oc1ccc(/C=N/NC(=O)C2CCCN2S(=O)(=O)c2ccc(Cl)cc2)cc1 (centres undefined)
#58 Cc1ccc(NC(=O)c2cc(-c3ccc(C)o3)nc3ccccc23)cc1

Screen / compound no.	49	50	51	52	53	54	55	56	57	58
p97 ATPase inh	0	1	3	nt	3	nt	1	8	4	0
NPY1 pot ag	-19	3	16	nt	15	nt	-16	-4	-26	-187
NPY-Y1 antag	4	5	nt	nt	1	nt	2	0	1	118*
Hck Nef HTS	-1	1	-5	16	-20	0	-1	3	2	2
Runt-CBFb FRET	1	-1	1	0	1	1	-2	0	-2	nt
RBBP9 inh	-6	6	1	nt	-2	nt	-12	-8	-3	-11
NPY2 pot ag	-11	-25	-9	nt	3	nt	3	-2	-25	-132
Runt-SMMHC FRET	1	-6	-3	-2	1	1	3	1	-3	30
Mdm2 ligase inh	-15	-18	-14	12	-8	0	0	-8	-19	-7

Bioassay records as filed in PubChem.
